Source: PubChem
GPR7 antag: GPR7 receptor antagonists, primary screen, cell-based, fluorescence, single concentration. Neuropeptides B/W receptor type 1 (Homo sapiens), P48145. GPR7-expressing cells, fluorescence antagonist assay. inhibition, % at 4.4 µM. 1.1% of 290,000 active. AID 1861, 2009; in the data active means inhibition above about 16%, passing the limit was not always enough;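 further: cells stimulated with the agonist NPW; 0% = agonist with vehicle and 100% = vehicle without agonist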
Target sequence (P48145 whole entry, looked up): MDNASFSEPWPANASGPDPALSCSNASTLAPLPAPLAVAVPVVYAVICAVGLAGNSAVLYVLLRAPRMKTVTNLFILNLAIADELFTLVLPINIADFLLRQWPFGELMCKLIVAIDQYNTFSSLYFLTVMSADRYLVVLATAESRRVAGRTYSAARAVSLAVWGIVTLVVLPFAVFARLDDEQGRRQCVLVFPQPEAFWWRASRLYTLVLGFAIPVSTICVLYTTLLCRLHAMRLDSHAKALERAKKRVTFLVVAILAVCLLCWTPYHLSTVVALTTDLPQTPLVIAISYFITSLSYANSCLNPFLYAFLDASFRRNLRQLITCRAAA
MEKK2wt PB1 HTS: modulators of MEK5 binding to wildtype MEKK2, primary screen, biochemical, multiplex bead flow cytometry, Alexa488-MEK5. Mitogen-activated protein kinase kinase kinase 2 (Homo sapiens), Q9Y2U5. binding response (% of control), % at 10 µM. Alexa488-MEK5 binding to MEKK2 WT; actives lie on both sides. 1.1% of 290,000 active. AID 1531, 2009; in the data active means binding response below about 67% or above about 130%
OXTR ag: human OXTR agonists, primary screen, fluorescence, CHO-OTR cells, Fluo-8 calcium | Fluo-8 calcium fluorescence; normalized: DMSO 0%, oxytocin 100% | activation, % at 3 µM | 0.32% of 320,000 active | AID 2435, 2010;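 active means activation above the mean of all tested compounds plus 3 SD, cutoff set per screening run, cut at about 20% in these data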;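 further: peak over basal fluorescence ratio from a 100 s FLIPR kinetic read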
Target sequence (P30559 whole entry, looked up): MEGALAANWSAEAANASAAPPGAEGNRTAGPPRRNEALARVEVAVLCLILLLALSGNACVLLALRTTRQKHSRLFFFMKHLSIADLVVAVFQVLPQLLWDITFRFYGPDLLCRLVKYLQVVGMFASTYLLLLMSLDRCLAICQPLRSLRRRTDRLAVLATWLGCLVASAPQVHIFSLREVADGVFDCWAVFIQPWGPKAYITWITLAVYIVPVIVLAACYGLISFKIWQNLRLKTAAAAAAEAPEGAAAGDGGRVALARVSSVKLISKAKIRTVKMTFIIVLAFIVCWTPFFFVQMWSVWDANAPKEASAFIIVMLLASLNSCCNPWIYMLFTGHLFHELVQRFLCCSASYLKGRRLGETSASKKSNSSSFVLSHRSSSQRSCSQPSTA
V1R ag counter: agonists of human V1a receptor, primary screen, counter-screen for OXTR agonist project, fluorescence, CHO-V1R cells. Fluo-8 calcium fluorescence, agonist mode; 0% DMSO, 100% 3 nM vasopressin. activation, % at 3 µM. 0.25% of 320,000 active. AID 2797, 2010. Vasopressin V1a receptor (Homo sapiens), P37288;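 active means activation above the mean activation of all tested compounds plus 3 SD, per screening run, cut at about 20% in these data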;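 further: signal is peak over basal fluorescence ratio across a 100 second FLIPR read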
MEKK2mut PB1 HTS: MEK5 binding signal on mutant MEKK2 PB1, primary screen, biochemical, multiplex bead flow cytometry, Alexa488-MEK5; AID 1530, 2009; Alexa488-MEK5 binding to MEKK2 mutant; 0.35% of 290,000 active; percent response, % at 10 µM; in the data active means percent response above about 24%, passing the limit was not always enough; further: inactives centre near 1; some results filed as inactive read as strong as hits; reference of the scale not given here
NALP1 yeast inh: NALP1 inflammasome inhibitors in reconstituted yeast, colorimetric, S. cerevisiae, triplicate retest; S. cerevisiae NALP1/ASC/caspase-1 growth, X-gal OD620, 72 h; inhibition, % at 10 µM; 0.61% of 280,000 active; in the data active means inhibition mostly above about 24%, no sharp cut-off; inactive means mostly below about 32%; further: some compounds called inactive have numbers as strong as hits
PfM18AAP inh: PfM18AAP inhibitors, malaria aminopeptidase, primary screen, biochemical, QFRET, recombinant enzyme; M18 aspartyl aminopeptidase (Plasmodium falciparum 3D7); AID 1822, 2009; 1.2% of 290,000 active; inhibition, % at 7.35 µM; H-Glu-NHMec fluorogenic cleavage;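 active means inhibition above the campaign mean inhibition over all tested compounds plus 3 SD, cut at about 28% in these data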;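 further: 0% = plate median of test compound wells and 100% = 2 mM ZnCl2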
OXTR potentiator: human OXTR potentiators, primary screen, fluorescence, CHO-OTR cells, Fluo-8 calcium; Oxytocin receptor (Homo sapiens), P30559; Fluo-8 calcium fluorescence, potentiator mode; 0% = oxytocin EC15, 100% = EC100; activation, % at 3 µM; 0.061% of 320,000 active;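 active means activation above that plate's cutoff, the mean activation of tested compounds plus 3 SD, cut at about 6.6% in these data, passing the limit was not always enough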;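 further: 100% uses oxytocin at 75 nM as the full agonist control; some results filed as inactive read as strong as hits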
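test system = CHO-OTR cells, human receptor | compound = single-point 3.0 µM | schedule = 6 min compound pre-incubation at room temperature, 100 s kinetic read | signal = Fluo-8 no-wash calcium dye fluorescence, excitation 470-495 nm, emission 515-575 nm | repeats = single well per compound, singlicate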
GalR3 antagonist: GalR3 antagonists in HEK293 cells, primary screen, cell-based, fluorescence readout; 0.44% of 360,000 active; inhibition, % at 3 µM; HEK293 GalR3-CNG cAMP membrane potential fluorescence; galR3 body fused to GalR1 C-terminus; Galanin receptor type 3 (Homo sapiens), O60755; AID 651719, 2012;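 active means inhibition above the screen-wide average plus 3 SD, cut at about 13% in these data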;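 further: forskolin and galanin both at EC90 stimulate the cells; cAMP rise reported by CNG channel membrane potential dye signal; 0% = forskolin plus galanin with DMSO and 100% = forskolin alone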
Target sequence (O60755 1-299 limits assumed): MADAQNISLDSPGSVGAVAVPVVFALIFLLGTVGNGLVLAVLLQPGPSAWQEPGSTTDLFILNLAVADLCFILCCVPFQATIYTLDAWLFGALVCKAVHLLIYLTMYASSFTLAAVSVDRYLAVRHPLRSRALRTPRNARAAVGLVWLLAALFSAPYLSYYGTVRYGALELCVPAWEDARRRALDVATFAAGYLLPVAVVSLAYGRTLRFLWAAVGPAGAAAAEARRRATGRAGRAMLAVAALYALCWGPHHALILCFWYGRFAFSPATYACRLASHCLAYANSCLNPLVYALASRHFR
Numbers without * were called inactive; . = not tested or not shown; & = joins results of further samples; [ ] = another dose, or the depositor's remark.

SMILES	GPR7 antag	MEKK2wt PB1 HTS	OXTR ag	V1R ag counter	MEKK2mut PB1 HTS	NALP1 yeast inh	PfM18AAP inh	OXTR potentiator	GalR3 antagonist
CCOC(=O)C1(Cc2cccc(Cl)c2)CCCN(C(=O)c2ccc(COC)s2)C1 (stereo not drawn)	15	101	-0.8	0.8	1	16	5	-11	1
COc1cc(NC(=O)Cc2c(C(=O)O)n(C)c3ccccc23)cc(OC)c1OC	-8	98	0.2	1.6	-1	-5	-5	-7	-7
CCOc1c(Cl)cc(Cl)cc1CNCCNCCO	-7	100	0.8	-0.2	-4	21	-5	-1	6
COc1cccc(NC(=O)CN(C)C(=O)CCCc2nc3ccccc3s2)c1	.	.	-1.8	-0.7	.	.	.	-1	-4
COC(=O)C(NNc1ccc(F)cc1)(NC(=O)c1ccccc1)C(F)(F)F (stereo not drawn)	2	105	-2.5	-0.4	3	34	-3	-4	-5
Cc1ccccc1NC(=S)N(CCN1CCOCC1)Cc1ccccc1F	11	98	1.5	1.7	-6	-19	2	-3	0
COc1cc(Cl)ccc1OCc1cc(C(=O)N[C@H]2CCCCNC2=O)no1	-6	103	5.9	5.8	5	4	6	-10	-8
Nc1ccccc1C(=O)NCCN1CCNC1=O	6	107	0.2	1.4	5	-12	0	0	-2
C=CC[C@H](CC(=O)N[C@H](CO)Cc1ccccc1)C(=O)N[C@H](COC(=O)[C@@H](CC=C)CC(=O)OC(C)(C)C)Cc1c[nH]c2ccccc12	.	.	1.5	2.1	.	.	.	-6	-8
CCN(Cc1ccccc1)S(=O)(=O)c1cc2[nH]c(=O)c(=O)[nH]c2cc1C	2	98	0.3	0.0	-2	13	3	-2	9
CCc1n[n+](CC(=O)c2ccccc2)c(N)s1	-2	89	.	.	-9	14	-3	.	-7
CCCCCN=Cc1c(C)[nH]n(-c2nc3ccccc3s2)c1=O	-13	89	-0.5	0.2	-4	-9	3	3	-4
COc1ccc(S(=O)(=O)Nc2ccc(F)cc2)c(C)c1C	-16	88	0.9	2.4	-5	2	0	-21	-3
COc1ccc(NC(=S)N2CCN(c3ncccn3)CC2)c(OC)c1	-12	94	-0.9	0.2	-16	.	26	-10	-5
CCN(Cc1ccccc1)C(=O)c1ccc(C)c(S(=O)(=O)N2CCCCC2)c1	.	.	-1.2	-0.1	.	.	.	-7	-5
CC(C)[C@H](NC(=O)c1ccco1)C(=O)N(C)Cc1ccc(C(F)(F)F)cc1	-7	100	1.1	1.0	2	27	-2	-5	-9
c1ccc(CCNCCOc2ccccc2)cc1	5	104	0.0	0.3	5	9	2	-7	-2
CC(C)N(CCCNC(=O)Cn1ncc2c([nH]c3ccccc32)c1=O)Cc1ccccc1	-6	117	-0.6	-0.1	10	6	3	-1	4
OCC1(Cc2ccccc2)CCN(Cc2cnc(-c3cccc4ccccc34)nc2)CC1	1	94	-0.5	-0.2	-5	10	2	0	-5
O=C(CCSCc1ccccc1Cl)N1CCN(c2cccc(Cl)c2)CC1	-4	118	0.5	1.1	10	12	-2	-11	-7
O=C(NNC(=S)NC1CC2C=CC1C2)c1ccncc1 (stereo not drawn)	-2	97	0.6	-0.2	-2	-14	1	-9	3
COC(=O)c1cc(S(=O)(=O)N2c3ccccc3CC2C)cn1C (stereo not drawn)	-13	106	-1.4	-0.1	4	25	0	0	-1
O=[N+]([O-])c1ccc(O)c(Nc2ncnc3ccc(Br)cc23)c1	-13	105	6.6	10.0	7	-2	7	-8	-3
COCc1c(Br)c(C)[nH]c(=O)c1C#N	-7	99	-0.4	0.1	4	1	-12	-18	0
O=C(CSc1ncnc2c1cnn2-c1ccccc1)Nc1ccc2c(c1)OCO2	4	.	2.3	3.8	.	0	-14	-10	-1

A draw from above in order of heavy-atom count, rising.
SMILES	GPR7 antag	MEKK2wt PB1 HTS	OXTR ag	V1R ag counter	MEKK2mut PB1 HTS	NALP1 yeast inh	PfM18AAP inh	OXTR potentiator	GalR3 antagonist
CCOc1c(Cl)cc(Cl)cc1CNCCNCCO	-7	100	0.8	-0.2	-4	21	-5	-1	6
COc1ccc(S(=O)(=O)Nc2ccc(F)cc2)c(C)c1C	-16	88	0.9	2.4	-5	2	0	-21	-3
CCN(Cc1ccccc1)C(=O)c1ccc(C)c(S(=O)(=O)N2CCCCC2)c1	.	.	-1.2	-0.1	.	.	.	-7	-5

The listing picks up with the two entries that preceded the break.
SMILES	GPR7 antag	MEKK2wt PB1 HTS	OXTR ag	V1R ag counter	MEKK2mut PB1 HTS	NALP1 yeast inh	PfM18AAP inh	OXTR potentiator	GalR3 antagonist
COCc1c(Br)c(C)[nH]c(=O)c1C#N	-7	99	-0.4	0.1	4	1	-12	-18	0
O=C(CSc1ncnc2c1cnn2-c1ccccc1)Nc1ccc2c(c1)OCO2	4	.	2.3	3.8	.	0	-14	-10	-1
COc1ccc(C)cc1S(=O)(=O)N(CC(=O)Nc1cccc([N+](=O)[O-])c1)c1ccc(C)c(C)c1	-7	118	-2.1	0.9	2	19	1	-10	1
Cc1nnc(SCC(=O)NNC(=O)COc2ccc(Cl)cc2)s1	-11	100	-1.0	0.2	0	0	14	-18	-3
CCC(=O)N1c2ccccc2NC2=C(C(=O)CCC2)C1c1cccnc1 (stereo not drawn)	-1	109	0.3	1.8	6	-1	1	-9	0
CC(C)CNS(=O)(=O)c1cc(C(=O)O)c(Cl)cc1Cl	-6	85	0.7	0.2	-34	7	-7	1	0
Cc1ccc(C)c(N2CCN(C(=O)C3CCN(S(=O)(=O)c4cccc5nsnc45)CC3)CC2)c1	-12	.	6.8	7.1	.	6	2	-11	-7
O=C(/C=C\Nc1ccc(S(=O)(=O)Nc2ncccn2)cc1)c1cccc2ccccc12	-15	97	-0.1	1.9	2	.	7	-8	-1
CC(C)CC(=O)Nc1ccc(-c2cn3ccsc3n2)cc1	-12	103	-1.4	-1.0	6	13	-3	-20	-2
Cc1ccccc1NC(=O)C1CCCN1S(=O)(=O)c1ccccc1C(F)(F)F (stereo not drawn)	.	.	-2.4	-0.3	.	.	.	-5	4
Cc1cc(C)c(S(C)(=O)=O)c(N(C)N)n1	-12	94	0.1	-1.2	-9	-29	-9	-1	-7
O=C(COC(=O)Cc1ccc(Cl)cc1)NCc1cccs1	.	.	-0.9	0.1	.	.	.	0	-6
CC1(C)CC(=O)c2sc(NC(=O)C3CC3)nc2C1	-10	103	0.5	1.1	4	19	-3	-6	-3
COC(=O)C(Cc1ccccc1)NC(=O)CCCC(=O)NCc1cccc(OC)c1 (stereo not drawn)	-3	105	-0.1	-1.0	4	1	6	-3	-3
Cc1c(C)n(CCO)c2ncnc(Nc3ccc(F)cc3)c12	-10	104	-1.0	-0.5	2	16	1	-13	-10
Cc1cc(C)c(C(=O)NC2CCCc3c2cnn3-c2ccc(C)c(C)c2)c(=O)[nH]1 (stereo not drawn)	7	101	-0.4	3.4	3	9	-2	-12	-3
Cc1ccc(NC2CC(=O)N(c3cccc([N+](=O)[O-])c3)C2=O)cc1 (stereo not drawn)	2	99	-0.1	-0.4	-1	2	4	4	0
CCCOC(=O)C1=C(C)NC(=O)NC1c1cccc2ccccc12 (stereo not drawn)	-24	104	.	.	1	13	-8	.	-3
CN(/N=C/c1ccco1)C1=NS(=O)(=O)c2ccccc21	-11	80	-1.2	-1.3	-4	29	-13	-1	-3
O=C(NCC1CCOCC1)c1cc(COc2cccc(C(F)(F)F)c2)on1	-4	99	3.5	10	-8	21	-7	-6	-8
CCN(CC)C(=O)CSc1nnc(NC(=O)CCc2ccccc2)s1	-9	115	-1.5	0.8	2	42	-4	2	-5
CC(=O)/C(=N\Nc1ccccc1Cl)Sc1cccc2cccnc12	11	91	-2.2	0.3	-3	11	-4	-5	-11
CCOc1cccc(C(=O)Nc2ccc3ccccc3c2)c1	13	108	-0.8	-0.1	2	5	3	-2	-3
CN(CCc1ccccc1)C(=O)CCc1nnc(Cc2ccc3c(c2)OCO3)o1	7	105	-0.4	0.6	-1	6	0	-3	-3
C/C(N)=C(/C#N)C(=O)CSc1nnc(Nc2c(C)cccc2C)s1	-10	97	1.7	1.6	-1	3	4	-15	-6&3
CCOC(=O)C1=C(COC(=O)C2(C)CC2(Cl)Cl)NC(=O)NC1c1ccccc1 (stereo not drawn)	17	98	-0.6	-0.8	-4	3	0	-2	-3
Cc1cs/c(=N\N=C\c2ccccc2)n1Cc1ccco1	-16	92	-1.3	-1.6	-5	49	-2	-4	-4
CC(=O)Nc1sc(/C(C#N)=C\c2cccc(Cl)c2)nc1-c1ccc(C)cc1	-5	13*[inhibitor]	10	5.1	26	16	2	-3	-3
Cc1noc(C)c1COc1cccc(C(=O)Nc2ccccc2)c1	.	.	-0.9	-0.2	.	.	.	-8	-1
CC(=O)Nc1ccc(NC(=O)Nc2cccc3ccccc23)cc1	-3	111	-1.1	2.0	6	-2	-9	-12	-1
CCS(=O)(=O)NCC(c1cccnc1)N1CCN(c2ccc(OC)cc2)CC1 (stereo not drawn)	0	107	0.1	0.8	-1	6	0	-7	-1

3 compounds from above, limited to OXTR potentiator.
Molecule,OXTR potentiator
COc1ccc(C)cc1S(=O)(=O)N(CC(=O)Nc1cccc([N+](=O)[O-])c1)c1ccc(C)c(C)c1,-10
Cc1nnc(SCC(=O)NNC(=O)COc2ccc(Cl)cc2)s1,-18
CCC(=O)N1c2ccccc2NC2=C(C(=O)CCC2)C1c1cccnc1 (stereo not drawn),-9

Taken from above.
CC(=O)Nc1sc(/C(C#N)=C\c2cccc(Cl)c2)nc1-c1ccc(C)cc1 in GPR7 antag: -5
CCOc1cccc(C(=O)Nc2ccc3ccccc3c2)c1 in GalR3 antagonist: -3
